# Assay outcomes as filed in PubChem.
# DT40 TDP1 CPT = growth inhibition of DT40 Tdp1-/-;hTDP1 cells with camptothecin (screen for TDP1 inhibitors) | chicken DT40 Tdp1-/-;hTDP1 cells + 20 nM CPT, ATP luminescence, 48 h | Potency, µM (highest dose often 46.2 µM), for inactives: at the highest dose activity change, negative = growth inhibition, actives largely listed as inhibitors | 420,000 compounds, 12% hits | AID 686979; further: nearly all actives have a fitted effect of over 55% in size
#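 Cell growth measured by CellTiter-Glo luminescence after a minimum 48 h, 37 C compound exposure with 20 nM CPT in Tdp1-knockout DT40 cells stably expressing hTDP1, seeded 400/well; qHTS titration format.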
# DT40 TDP1 no CPT = qHTS for Inhibitors of human tyrosyl-DNA phosphodiesterase 1 (TDP1): qHTS in cells in absence of CPT; AID 686978, 2013; 420,000 compounds, 15% hits; Potency, µM (series often up to 46.2 µM), for the others: at the top dose activity change, negative = growth inhibition, most hits filed as inhibitors; DT40 Tdp1-/- hTDP1 cells, no CPT, ATP luminescence, 48 h; further: nearly all actives have a fitted effect of over 55% in size
#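 Chicken DT40 Tdp1-/- cells stably complemented with human TDP1 were seeded at 400 cells/well with DMSO in place of 20 nM camptothecin. After compound pinning, cells grew at least 48 hr at 37 °C; viability read by CellTiter-Glo luminescence.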
# KAT2A inh = inhibitors of human GCN5L2 histone acetyltransferase. Potency, µM (top dose mostly 58.9 µM), inactives show at the top dose activity change, negative = inhibition, usual class: inhibitors. GCN5L2 HAT assay, ThioGlo1 CoA-SH fluorescence. AID 504327. Q92830. 390,000 compounds, 0.21% hits
# Target sequence (Q92830 whole entry, looked up): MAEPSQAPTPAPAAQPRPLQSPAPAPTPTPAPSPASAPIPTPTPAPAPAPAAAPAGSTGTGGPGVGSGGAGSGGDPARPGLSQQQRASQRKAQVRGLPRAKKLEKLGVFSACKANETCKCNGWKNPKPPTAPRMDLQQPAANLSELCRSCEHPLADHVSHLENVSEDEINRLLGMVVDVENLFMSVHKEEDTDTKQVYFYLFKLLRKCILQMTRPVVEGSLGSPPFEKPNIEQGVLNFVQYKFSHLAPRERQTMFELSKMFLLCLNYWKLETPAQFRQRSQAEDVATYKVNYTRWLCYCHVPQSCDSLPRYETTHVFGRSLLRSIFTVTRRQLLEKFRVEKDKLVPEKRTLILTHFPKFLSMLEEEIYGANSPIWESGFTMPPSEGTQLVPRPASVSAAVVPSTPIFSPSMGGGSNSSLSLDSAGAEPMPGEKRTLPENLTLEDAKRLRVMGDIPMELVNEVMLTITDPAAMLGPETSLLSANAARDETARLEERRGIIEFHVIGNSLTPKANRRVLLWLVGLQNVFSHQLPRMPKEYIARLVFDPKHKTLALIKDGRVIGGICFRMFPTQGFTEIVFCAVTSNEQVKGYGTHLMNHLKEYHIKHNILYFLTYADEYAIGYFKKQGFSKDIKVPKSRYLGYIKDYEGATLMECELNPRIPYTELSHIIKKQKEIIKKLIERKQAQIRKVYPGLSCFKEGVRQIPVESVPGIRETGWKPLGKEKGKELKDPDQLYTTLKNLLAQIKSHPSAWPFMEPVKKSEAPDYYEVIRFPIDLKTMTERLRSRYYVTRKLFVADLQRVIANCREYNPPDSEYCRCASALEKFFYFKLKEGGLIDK
#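 GCN5L2 (20 nM) in 50mM HEPES pH 7.5, 0.1mM EDTA, 0.01% Tween-20 preincubated 15 min with compounds at room temperature. Reaction started with H3(1-25) 75uM, acetyl-CoA 70uM, ThioGlo1 50uM; CoA-thiol fluorescence (Ex340/Em540) read at 0 and 20 min.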
# Numbers without * were called inactive; ? = inconclusive; / = no result given; & = joins results of further samples; [ ] = dose if it differs, or a comment. The call rests on the fitted dose curve; in most records, active means well fitted curve in the direction sought with a large enough effect; inconclusive means small, poorly fitted or top-dose-only effect, or another doubt; inactive means no such curve, though single readings can be large; an effect the other way counts as inactive or inconclusive. On the % scale 0 is the no-effect control and ±100 the full control effect; potency means the concentration at half of the fitted maximal effect.
# Preview (19 entries):
SMILES,DT40 TDP1 CPT,DT40 TDP1 no CPT,KAT2A inh
CCCNC(=O)c1cc2c(c(-c3cccc(-c4ccccc4F)c3)n1)[C@@H](CCO)N(C(=O)CC1CC1)C2,25.9µM*,?,/
N#CC1=C2SCN(Cc3ccco3)CN2C(=O)CC1c1ccc(Cl)cc1 (stereo not given),-15.7%,-20.8%,-17.5%
Cc1ccc(/C=C/C(=O)c2nc3ccccc3[nH]2)cc1,20.6µM*,16.4µM*,-5.4%
CC(=O)Nc1ccc(S(=O)(=O)O)c2cc(S(=O)(=O)O)c(N=Nc3ccc(N=Nc4ccc(S(=O)(=O)O)cc4)c4ccc(S(=O)(=O)O)cc34)c(O)c12,8.91µM*,12.6µM*,/
CCn1c(SCC(=O)Nc2nnc(C)s2)nnc1-c1ccncc1,1.9%,17.2%,-6.2%
Cc1cccc(NC(=O)CC(=O)Nc2cccc(C)c2)c1,-0.3%,-3.7%,1.9%
Cc1ccc(OCCCC(=O)Nc2nnc(C3CCCO3)s2)c(C)c1 (stereo not given),1.1%,0.6%,?
Cc1ccc(S(=O)(=O)N2CCN(S(C)(=O)=O)C2)cc1,-10.5%,-4.1%,-2.5%
CCN(CC(=O)Nc1cc(S(=O)(=O)N2CCCCC2)ccc1C)Cc1ccccc1,20.6µM*,18.4µM*,3.8%
S=C1COC(c2ccccc2)N1c1ccccc1 (stereo not given),-22.3%,3.1%,-5.8%
Cc1ccc2ccc(C3C(=O)c4ccccc4C3=O)nc2c1,?,?,/
FC(F)(F)c1cccc(-c2nc3ccccc3n2C(c2ccccc2)c2nc3ccccc3[nH]2)c1 (stereo not given),?,?,/
COc1ccc(CCNC(=O)CN(C2CCCCC2)S(C)(=O)=O)cc1OC,-11.4%,-20.5%,?
CN(C)S(=O)(=O)c1ccc(C(=O)NCC[N+]2(C)CCCCCC2)o1,1.2%,9.7%,-8.2%
Cc1ccc(CNC(=O)C2CSC3(C)CCC(=O)N23)cc1 (stereo not given),-4.9%,0.6%,-3.8%
O=C(CSc1nc2ccccc2o1)NCC1CCCO1 (stereo not given),-7.7%,6.3%,-0.2%
COc1ccc(-c2nc(-c3ccccn3)no2)cc1,14.6µM*,?,1.9%
CCCC1OC2CC3C4CCC5=CC(=O)C=CC5(C)C4C(O)CC3(C)[C@]2(C(=O)CO)O1 (stereo not given in full),16.4µM*,?,2.9%
O=C(Nc1cccc(C(=O)N2CCOCC2)c1)C1CCCC1,-3.7%,-8.9%,/

# This part in full, from the start:
SMILES,DT40 TDP1 CPT,DT40 TDP1 no CPT,KAT2A inh
CCCNC(=O)c1cc2c(c(-c3cccc(-c4ccccc4F)c3)n1)[C@@H](CCO)N(C(=O)CC1CC1)C2,25.9µM*,?,/
N#CC1=C2SCN(Cc3ccco3)CN2C(=O)CC1c1ccc(Cl)cc1 (stereo not given),-15.7%,-20.8%,-17.5%
Cc1ccc(/C=C/C(=O)c2nc3ccccc3[nH]2)cc1,20.6µM*,16.4µM*,-5.4%
CC(=O)Nc1ccc(S(=O)(=O)O)c2cc(S(=O)(=O)O)c(N=Nc3ccc(N=Nc4ccc(S(=O)(=O)O)cc4)c4ccc(S(=O)(=O)O)cc34)c(O)c12,8.91µM*,12.6µM*,/
CCn1c(SCC(=O)Nc2nnc(C)s2)nnc1-c1ccncc1,1.9%,17.2%,-6.2%
Cc1cccc(NC(=O)CC(=O)Nc2cccc(C)c2)c1,-0.3%,-3.7%,1.9%
Cc1ccc(OCCCC(=O)Nc2nnc(C3CCCO3)s2)c(C)c1 (stereo not given),1.1%,0.6%,?
Cc1ccc(S(=O)(=O)N2CCN(S(C)(=O)=O)C2)cc1,-10.5%,-4.1%,-2.5%
CCN(CC(=O)Nc1cc(S(=O)(=O)N2CCCCC2)ccc1C)Cc1ccccc1,20.6µM*,18.4µM*,3.8%
S=C1COC(c2ccccc2)N1c1ccccc1 (stereo not given),-22.3%,3.1%,-5.8%
Cc1ccc2ccc(C3C(=O)c4ccccc4C3=O)nc2c1,?,?,/
FC(F)(F)c1cccc(-c2nc3ccccc3n2C(c2ccccc2)c2nc3ccccc3[nH]2)c1 (stereo not given),?,?,/
COc1ccc(CCNC(=O)CN(C2CCCCC2)S(C)(=O)=O)cc1OC,-11.4%,-20.5%,?
CN(C)S(=O)(=O)c1ccc(C(=O)NCC[N+]2(C)CCCCCC2)o1,1.2%,9.7%,-8.2%
Cc1ccc(CNC(=O)C2CSC3(C)CCC(=O)N23)cc1 (stereo not given),-4.9%,0.6%,-3.8%
O=C(CSc1nc2ccccc2o1)NCC1CCCO1 (stereo not given),-7.7%,6.3%,-0.2%
COc1ccc(-c2nc(-c3ccccn3)no2)cc1,14.6µM*,?,1.9%
CCCC1OC2CC3C4CCC5=CC(=O)C=CC5(C)C4C(O)CC3(C)[C@]2(C(=O)CO)O1 (stereo not given in full),16.4µM*,?,2.9%
O=C(Nc1cccc(C(=O)N2CCOCC2)c1)C1CCCC1,-3.7%,-8.9%,/
O=C(CSc1nc2ccccc2c(=O)[nH]1)N1CCOCC1,?,-11.2%,-6.1%
CC(C)(C)NC(=O)NC(=O)COc1ccccc1C#N,-3.5%,-10.3%,-3.6%
O=C(OCc1ccc(C(=O)c2ccccc2)cc1)c1cccc(-c2nnc(-c3ccccc3)o2)c1,15.8µM*,?,-3.3%
N#CC1=C(N)C(C#N)(C#N)C2(CCC3(CC2)OCCO3)C2CC3(CC=C12)OCCO3 (stereo not given),-1.9%,-13.4%,-4.4%
Cc1ccc(CN2C(=O)CSc3ccc(C(=O)NC4CC4)cc32)cc1,-7.1%,?,-1.0%
O=C(O)C1CCCCC1C(=O)NCCC(c1ccccc1)c1ccccc1 (stereo not given),-19.0%,-2.7%,-2.0%
CCN(CC)S(=O)(=O)c1ccc(/C=C/C(=O)OCC(=O)NNC(=O)c2ccc(OC)cc2)cc1,-2.4%,14.8%,-10.7%
Cc1cc2c(cc1C)CSC(c1c(O)ccc3ccccc13)SC2,?,?,-14.2%
Cc1ccc(-c2nc3ccccc3s2)cc1S(=O)(=O)N1CCOCC1,?,?,-4.4%[0.501 µM]
COC(=O)[C@@H](Cc1ccccc1)NC(=O)Cn1cc(C)c(=O)[nH]c1=O,0.1%,3.0%,/
Cc1cc(/C=C(\C#N)C(=O)NCc2ccccc2)cc(C)c1O,-7.9%,-19.5%,-0.7%
CC1CCC2(OC1)OC1CC3C4CCC5CC(O)CCC5(C)C4=CCC3(C)C1C2C (stereo not given),2.5%,-14.2%,8.7%
O=C(O)CCCCCn1c(SCc2cc(=O)n3ccccc3n2)nc2ccsc2c1=O,?,?,-2.5%
Cc1nn(-c2ccc(N3CCCCC3)nn2)c(C)c1CCC(=O)NCc1ccccc1F,-16.0%,-9.4%,-17.9%
CCc1cccc(NC(=O)Nc2ccc3c(c2)OCO3)c1,-3.8%,-23.7%,-12.9%
COCCNS(=O)(=O)c1cc(F)ccc1OC,1.8%,17.9%,-1.4%
O=C(COc1ncnc2ccccc12)NCCc1ccc(F)cc1,-1.0%,9.5%,-2.3%
CN1CCN(C(=O)c2ccc(COc3cc(Cl)ccc3Cl)o2)CC1,-28.8%,?,-7.5%
O=C(CN(Cc1ccc(Br)cc1)S(=O)(=O)c1ccccc1)NCc1ccccn1,-28.2%,?,-6.9%
COc1ccc(-c2c(C)nn3c(N4CCC5(CC4)OCCO5)cc(C)nc23)cc1OC,-20.6%,-24.6%,-0.3%
Clc1ccc2c(c1)-n1cc(-c3ccccc3)nc1CO2,?,?,-6.7%
Cc1ccc(C(=O)c2ccc(C)cc2)cc1,?,-22.6%,-18.6%
COc1ccccc1-c1csc(C(C)(NC(C)=O)c2ccccc2)n1 (stereo not given),16.4µM*,?,/
C=C(C)C1CC=C(C)/C(=N/NC(=O)COc2cccc3ccccc23)C1 (stereo not given),-9.7%,-23.9%,-5.3%
CN(c1ccc(S(=O)(=O)N2CCOCC2)cn1)C1CCCCC1,-62.1%,23.1µM*,-10.2%
COc1cccc(NC(=O)N2CCCC2C(=O)NC2CCCC2)c1 (stereo not given),-2.8%,-5.0%,-2.2%
COc1ccc(C=NCC2OCCc3ccccc32)cc1OC (stereo not given),-0.1%,13.0%,-3.4%
CC1(NC(=S)N(CCO)CCO)CCS(=O)(=O)C1 (stereo not given),-7.3%,-5.7%,-5.0%
CCOC(=O)c1[nH]c2ccccc2c1NC(=O)c1ccccc1OC,23.1µM*,14.6µM*,-13.4%
CCc1nn(CC(=O)N2CCN(c3cc(C)ccc3C)CC2)c(=O)c2cc3occc3n12,?,?,0.2%&3.4%
CCOc1ccc2[nH]c3c(NCCc4ccc(OC)c(OC)c4)ncnc3c2c1,4.11µM*,2.91µM*,0.0%

# More structures
SMILES,DT40 TDP1 CPT,DT40 TDP1 no CPT,KAT2A inh
Cc1ccc(Cl)cc1N(CC(=O)NCc1ccc2c(c1)OCO2)S(C)(=O)=O,-3.8%,-9.0%,-3.2%
COc1ccccc1NC(=O)c1sc2nc3c(cc2c1N)CCCCCC3,?,13µM*,-5.9%
CN=C1S/C(=C\c2ccc(O)c(OC)c2)C(=O)N1C,-2.9%,-20.1%,/
COc1cccc(Oc2cnc(N)nc2-c2ccc(OC)cc2O)c1,2.91µM*,2.31µM*,-14.4%
O=C(/C=C/c1ccc(F)cc1)NCC1(c2ccccc2)CCOCC1,?,?,-4.4%
COCCN(CC(=O)NC1CCCCC1)C(=O)/C=C/C(=O)c1ccc(OC)cc1O,2.06µM*,2.31µM*,2.4%
Cc1nc2ccccc2c(-c2ccccc2)c1CC(=O)O,-16.0%,?,0.7%
CCOCCc1c(O)nc(SCC)[nH]c1=O,4.4%,16.3%,-11.3%
CC(C)CCOc1ccc(C(CC(N)=O)C(=O)O)cc1 (stereo not given),0.7%,6.5%,0.1%
CCc1cccc2c(C(=O)COC(=O)[C@@H]3CC(O)CN3S(=O)(=O)c3ccccc3[N+](=O)[O-])c[nH]c12 (stereo not given in full),23.1µM*,20.6µM*,-4.4%
C/C(=N/NC(=O)CNC(=O)C1COc2ccccc2O1)c1ccc([N+](=O)[O-])cc1 (stereo not given),-17.8%,-27.3%,0.3%
CCOc1ccc(CNC(=O)C2CCN(c3nn4c(=O)cc(C)nc4s3)CC2)cc1,?,-9.0%&-24.1%,0.7%&0.8%
CC(C)C(CCNC(=O)CC(Cc1ccccc1)c1ccco1)c1ccco1 (stereo not given),?,?,?
CN(C)S(=O)(=O)c1ccc2c(c1)N(CC(=O)NCc1cccc(Br)c1)C(=O)CS2,?,?,-7.8%
COc1ccc(NC(=O)CNC(=O)N2CC(=O)Nc3ccccc32)cc1OC,8.1%,-12.9%,-4.9%
O=C(CCN1CCN(c2ccccc2)CC1)NNC(=S)Nc1ccccc1Cl,7.0%,6.3%,-1.9%
CCCCN1C[C@H](c2ccc(Br)cc2)[C@@H](CC(=O)Nc2ccc(Br)cc2)C1=O,?,?,/
COc1ccc(Cc2nnc(NC(=O)Nc3ccccc3F)s2)cc1,4.8%,5.4%,-5.4%
C#CCN1C(C)=CC(=O)[C@@H](O)[C@H]1c1ccccc1Br,1.4%,0.2%,/
Cc1cc(C)cc(CN2CCC(Oc3ccc(C(=O)N4CCCC4)cc3)CC2)c1,20.6µM*,23.1µM*,3.7%
Cc1cccc(C)c1NC(=O)Cn1cc(C(=O)c2ccco2)c2ccccc21,?,?,-9.3%
CCc1ccc(OC2=NS(=O)(=O)c3ccccc32)cc1,-1.8%,-3.5%,-6.8%
CCOc1cc(C)c(C(C)C)cc1S(=O)(=O)N1CC(C)OC(C)C1 (stereo not given),?,?,-9.0%
Cc1cccc(/C=N/NC(=O)c2ccc(NC(=O)c3ccc(Cl)cc3)cc2)n1,?,?,-8.3%
Cc1ccc(NCC(=O)N/N=C/c2cccc(Br)c2)cc1,-24.6%,-26.5%,-9.8%
Cc1cc(N(C)C)nc(SC(C)C)n1,0.8%,-9.1%,-0.6%
